# Vif-A3F inh: inhibitors of Vif-A3F interaction; 0.2% of 390,000 active; HeLa A3F-eYFP + Vif (tagged APOBEC3F with the HIV-1 protein that degrades it), YFP fluorescence increase; Potency, µM (series often up to 46.1 µM), without a hit: top-dose activity, negative = active; AID 602313; further: % of control where 0% means no effect; nearly all actives have a fitted effect of over 65% in size
#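 HeLa cells stably expressing A3F-eYFP plus Vif, plated and incubated overnight at 37 deg C, then exposed to compounds overnight at 37 deg C. Blocked degradation read as raised yellow fluorescence (Ex 488/Em 500-530).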
# TrxR1 inh: blocks rat thioredoxin reductase 1 | recombinant rTrxR1, NADPH fluorescence consumption, selenite substrate | Potency, µM (titrated, usually from 114 µM), for inactives: at the highest dose activity change, negative = inhibition, most hits filed as inhibitors | 1% of 390,000 active; further: on the % scale 0 is the no-effect control and ±100 the full control effect; nearly all actives have a fitted effect of over 65% in size
# Target sequence (O89049 whole entry, looked up): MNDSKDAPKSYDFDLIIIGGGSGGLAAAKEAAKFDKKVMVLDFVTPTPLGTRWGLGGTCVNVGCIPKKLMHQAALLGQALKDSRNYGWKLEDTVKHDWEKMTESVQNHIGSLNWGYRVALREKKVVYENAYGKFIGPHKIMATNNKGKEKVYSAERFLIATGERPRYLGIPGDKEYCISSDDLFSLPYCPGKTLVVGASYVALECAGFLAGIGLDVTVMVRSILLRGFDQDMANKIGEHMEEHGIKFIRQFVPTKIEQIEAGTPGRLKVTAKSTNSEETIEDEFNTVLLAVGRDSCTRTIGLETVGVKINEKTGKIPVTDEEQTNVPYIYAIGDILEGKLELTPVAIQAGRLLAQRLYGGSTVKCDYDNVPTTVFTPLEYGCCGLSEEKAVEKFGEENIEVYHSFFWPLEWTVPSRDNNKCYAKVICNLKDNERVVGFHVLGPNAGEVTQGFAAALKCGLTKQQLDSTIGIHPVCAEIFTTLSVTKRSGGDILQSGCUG
#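 Rat TrxR1 (90 nM in the dispensed reagent) was pre-reduced with 400 uM NADPH for 5 min at room temperature, then incubated with compound for 15 min. After 400 uM selenite was added, NADPH fluorescence (Ex 340/Em 450 nm) was followed for 8 min.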
# 12-LOX inh: inhibitors of human 12S-lipoxygenase ALOX12; 1.1% of 580,000 active; purified 12hLO, xylenol orange hydroperoxide absorbance; Potency, µM (top dose mostly 108 µM), without a hit: at the highest dose activity change, negative = inhibition, usual class: inhibitors; AID 1671190; further: on the % scale 0 is the no-effect control and ±100 the full control effect
#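 Purified human 12hLO at 150 nM in 25 mM Hepes, 0.01% Triton X-100, pH 7.0, preincubated 15 min at room temperature with compound. Reaction started with 40 uM arachidonic acid, 30 min at room temperature. Hydroperoxide measured by Fe-xylenol orange, 573/405 nm absorbance ratio.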
# USP1-UAF1 inh: inhibitors of human USP1/UAF1 deubiquitinase; O94782; recombinant USP1/UAF1, Ub-Rhodamine cleavage fluorescence; Potency, µM (doses to about 57.1 µM), inactives show at the top dose activity change, negative = inhibition, actives largely listed as inhibitors; 0.23% of 390,000 active; AID 743255; further: on the % scale 0 is the no-effect control and ±100 the full control effect; nearly all actives have a fitted effect of over 60% in size; inactives centre near -12
#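 In this screen, compounds sit with the deubiquitinase complex (1nM) for 15 min at room temperature before Ub-Rho is added at 150nM final. Fluorescence rise is then followed for 6 reads every 60 seconds.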
# RXFP1 ag: activates the human relaxin receptor RXFP1. HEK293T-RXFP1 cAMP TR-FRET, 30 min; response scale: percent of porcine relaxin response, buffer zero. Potency, µM (titrated, usually from 57.5 µM), without a hit: at the highest dose activation, actives largely listed as activators. Q9HBX9. AID 2676. 0.3% of 370,000 active; further: on the % scale 0 is the no-effect control and ±100 the full control effect; nearly all actives have a fitted effect of over 60% in size; many of its hits are not listed in these tables
#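 Agonist response is measured as cAMP accumulation in an RXFP1-transfected HEK293T line under PDE4 inhibition. Values are scaled between buffer-only and 29 nM porcine relaxin, and EC50s come from standard Hill equation fits.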
# IDH1 R132H inh: inhibitors of human mutant IDH1 R132H | O75874 | IDH1-R132H enzyme, NADPH consumption, diaphorase/resazurin fluorescence | Potency, µM (highest dose often 76.6 µM), inactives show at the highest dose activity change, negative = inhibition, hits mostly inhibitors | 0.093% of 390,000 active; further: on the % scale 0 is the no-effect control and ±100 the full control effect; nearly all actives have a fitted effect of over 65% in size
#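 IDH1-R132H (0.5 ug/mL) preincubated 30 min with compound, then NADPH (0.016 mM) and alpha-KG (2 mM) added; 80 min at RT, pH 7.5. Remaining NADPH coupled via diaphorase/resazurin to fluorescence (540/590 nm); concentration-response curves normalized to no-enzyme control.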
# RGS4 inhibitor: blocks human RGS4-accelerated GTP hydrolysis; P49798; Transcreener GDP fluorescence polarization, RGS4-accelerated GTP hydrolysis; Potency, µM (highest dose often 114 µM), for the others: at the highest dose activity change, negative = inhibition, most hits filed as inhibitors; 0.039% of 390,000 active; AID 504845; further: on the % scale 0 is the no-effect control and ±100 the full control effect; nearly all actives have a fitted effect of over 75% in size; some results filed as inactive show a strong effect at the top dose
# Target sequence (P49798 whole entry, looked up): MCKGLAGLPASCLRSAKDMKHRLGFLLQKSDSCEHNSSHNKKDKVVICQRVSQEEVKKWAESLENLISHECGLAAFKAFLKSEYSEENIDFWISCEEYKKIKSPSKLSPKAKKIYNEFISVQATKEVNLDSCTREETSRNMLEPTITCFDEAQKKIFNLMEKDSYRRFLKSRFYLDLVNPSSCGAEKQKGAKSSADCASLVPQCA
#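 MLSMR compounds (23 nl, pin-transferred) preincubated 10 min at room temperature with a 500nM (2x) first reagent, then RGS4 at 900nM (2x) plus Transcreener GDP mix added; fluorescence polarization (620/688 nm) read before and after 90 min at 30 °C.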
# TrxR1 substrate: is turned over as a substrate by rat TrxR1 | purified TrxR1 substrate turnover, NADPH consumption readout | 0.01% of 390,000 active | Potency, µM (highest dose often 114 µM), for inactives: top-dose activity change, negative = substrate turnover | O89049 | AID 588456; further: on the % scale 0 is the no-effect control and ±100 the full control effect; nearly all actives have a fitted effect of over 50% in size
#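 Rat TrxR1, dispensed at 90 nM, was prereduced with 400 uM NADPH (final) for 5 min at ~22 deg C, then incubated with compound 15 min before 400 uM selenite. A first-read NADPH fluorescence drop versus no-compound background flagged substrates.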
# Vif-A3G inh: Vif-A3G binding inhibition | Q9HC16 | HeLa A3G-eYFP + Vif (tagged APOBEC3G with the HIV-1 protein that degrades it), YFP fluorescence, overnight | Potency, µM (highest dose often 46.1 µM), for the others: at the top dose activity, negative = active, most hits filed as inhibitors | 0.076% of 410,000 active;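 further: on the % scale 0 is the no-effect control and ±100 the full control effect; nearly all actives have a fitted effect of over 60% in size; hits raise eYFP signal because A3G escapes Vif-driven loss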
# Target sequence (Q9HC16 whole entry, looked up): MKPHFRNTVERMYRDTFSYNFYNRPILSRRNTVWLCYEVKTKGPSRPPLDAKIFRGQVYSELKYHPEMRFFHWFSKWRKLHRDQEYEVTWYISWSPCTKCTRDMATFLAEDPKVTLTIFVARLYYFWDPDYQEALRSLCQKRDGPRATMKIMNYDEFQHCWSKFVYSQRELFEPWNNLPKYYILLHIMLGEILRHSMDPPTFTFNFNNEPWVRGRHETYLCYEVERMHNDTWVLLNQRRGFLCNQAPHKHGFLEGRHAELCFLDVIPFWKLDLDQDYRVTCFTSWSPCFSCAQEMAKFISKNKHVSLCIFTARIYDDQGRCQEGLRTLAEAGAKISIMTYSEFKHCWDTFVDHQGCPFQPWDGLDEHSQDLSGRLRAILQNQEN
#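 HeLa cells stably expressing Vif and C-terminally eYFP-tagged A3G, seeded overnight at 37 deg C, then exposed to compound by pintool overnight at 37 deg C. Rise in yellow fluorescence (Ex 488/Em 500-530, Acumen) marks blocked Vif-driven A3G degradation.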
# * = called active by the depositor; ? = inconclusive; · = not tested or not shown; & = joins results of further samples; [ ] = another dose, or the depositor's remark. The call rests on the fitted dose curve; in most records, active means well fitted curve in the direction sought with a large enough effect; inconclusive means small, poorly fitted or top-dose-only effect, or another doubt; inactive means no such curve, though single readings can be large; an effect the other way counts as inactive or inconclusive. Potency means the concentration at half of the fitted maximal effect.
no.	mol	Vif-A3F inh	TrxR1 inh	12-LOX inh	USP1-UAF1 inh	RXFP1 ag	IDH1 R132H inh	RGS4 inhibitor	TrxR1 substrate	Vif-A3G inh
1	CCOc1ccc(/C=C/c2nc(C#N)c(NCc3ccc(OC)cc3)o2)cc1	5%	81%[activator]	0%&0%	-27%	6.5%	-9%	-4%	34%	-7%
2	CCOP(=O)(OCC)c1nc(-c2cccc3ccccc23)oc1NCc1ccc(OC)cc1	14%	70%[57.1 µM]	?	-6%	17%	-7%	-6%	193%[activator]	-2%
3	COc1ccc(NC(=O)NC2CCCc3ccccc32)cc1OC (stereo not drawn)	-5%	14%	1%	-23%	1.1%	-7%	-20%	-3%	-1%
4	CCOC(=O)Cc1nnc(NC(=O)c2ccco2)s1	0%	-1%[57.1 µM]	8%	-22%	0.5%	1%	13%	-7%	-3%
5	COc1ccc(NC(=O)c2cccc(OC(F)F)c2)cc1Cl	-7%	-10%	-42%	-21%	-0.6%	11%	19%	-14%	0%
6	O=C(c1ccc2c(c1)OCO2)N1CCCC(c2ccccc2)C1 (stereo not drawn)	15%	12%	?	-11%	2.1%	5%	-32%	-1%	0%
7	O=C(CNC(=O)c1ccc(Br)cc1)N/N=C/c1cccnc1	3%	42%[activator]	-15%	2%	3.4%	3%	46%	-1%	0%
8	O=C(c1ccc(C(F)(F)F)cc1)N1CCC(=O)N(C(COCc2ccccc2)Cc2ccccc2)CC1 (stereo not drawn)	-5%	11%	-5%	-23%	1.4%	8%	-12%	-5%	0%
9	COC(=O)C1(C)Nc2ccccc2C(=O)N1c1ccccc1OC (stereo not drawn)	-1%	44%	32%[activator][57.4 µM]	-8%	2.5%	3%	13%	41%[activator][57.1 µM]	1%
10	Cc1cc(C)n2nc(C(=O)OCC(=O)Nc3ccc4c(c3)OCO4)nc2n1	7%	28%	40%[activator]	1%	-0.2%	6%	32%	11%	2%
11	CN(C)c1nc(NCc2ccccc2)nc(SCC(=O)Nc2ccccc2)n1	-12%	18%	-37%	-9%	-1.3%	-3%	-6%	3%	1%
12	CCOc1ccc(S(=O)(=O)NCCC(=O)NCC(c2cccs2)N(C)C)cc1 (stereo not drawn)	2%	-6%	14%	-21%	0.0%	4%	-21%	-3%	3%
13	Cc1cc(C)c(C)c(S(=O)(=O)N2CCC(C(=O)N3CCN(c4ccc(F)cc4)CC3)CC2)c1C	-4%	11%	3%	-20%	·	2%	-9%	-1%	4%
14	Cc1ccc(C)c(NC(=O)CSc2nc3c([nH]c4ccccc43)c(=O)n2-c2ccc(F)cc2)c1	-4%	30%[57.1 µM]	-19%	-25%	1.8%	-7%	-17%	4%[57.1 µM]	-3%
15	Cn1c(=O)[nH]c(=O)c2c1nc(SCC(N)=O)n2Cc1cccc(Br)c1	-1%	-4%	10%	-20%	-1.7%	-2%	20%	-6%	3%
16	COc1ccc(S(=O)(=O)N2CCC(C(N)=O)CC2)cc1	-3%	27%	7%[57.4 µM]	-17%	·	7%	14%	8%	2%
17	O=C(Cn1ccccc1=O)c1cccs1	-4%	-10%	-3%	6%	0.4%	1%	17%	3%	0%
18	CN(C)C(=O)N1CCNCC1	2%	0%	1%	-7%	0.7%	0%	4%	1%	-5%
19	O=C(CCCn1cnc([N+](=O)[O-])n1)Nc1cc(Cl)ccc1O	0%	-9%[57.1 µM]	-10%	-10%	-0.2%	6%	3%	-4%[57.1 µM]	-12%
20	Cc1oc2c(C)c3oc(=O)c4c(c3cc2c1C)CCC4	-1%	2%	-16%	2%	1.2%	2%	-38%	4%	-1%

# Compound profiles (already shown). Values in the order: Vif-A3F inh | TrxR1 inh | 12-LOX inh | USP1-UAF1 inh | RXFP1 ag | IDH1 R132H inh | RGS4 inhibitor | TrxR1 substrate | Vif-A3G inh
# Cc1cc(C)c(C)c(S(=O)(=O)N2CCC(C(=O)N3CCN(c4ccc(F)cc4)CC3)CC2)c1C across the screens: -4% | 11% | 3% | -20% | · | 2% | -9% | -1% | 4%
# COc1ccc(S(=O)(=O)N2CCC(C(N)=O)CC2)cc1 across the screens: -3% | 27% | 7%[57.4 µM] | -17% | · | 7% | 14% | 8% | 2%
# CCOc1ccc(S(=O)(=O)NCCC(=O)NCC(c2cccs2)N(C)C)cc1 (stereo not drawn) across the screens: 2% | -6% | 14% | -21% | 0.0% | 4% | -21% | -3% | 3%

# Continued:
no.	mol	Vif-A3F inh	TrxR1 inh	12-LOX inh	USP1-UAF1 inh	RXFP1 ag	IDH1 R132H inh	RGS4 inhibitor	TrxR1 substrate	Vif-A3G inh
21	COc1cccc2c1C(=O)C[C@]1(CCCC[C@@H]1C)O2	3%	23%[57.1 µM]	-16%	?	-0.6%	-4%	-2%	10%[57.1 µM]	1%
22	COc1ccc(CC(=O)OCC(=O)Nc2cc(S(=O)(=O)N3CCOCC3)ccc2N2CCCC2)cc1	-29%	33%[57.1 µM]	-3%	-12%	1.2%	0%	0%	8%[57.1 µM]	-4%
23	Cc1ccc(OCc2nc(-c3ccc(C(=O)NCCc4ccc(S(N)(=O)=O)cc4)cc3)oc2C)cc1	-4%	20%	5%	1%	0.1%	-7%	-4%	9%	-2%
24	Cc1ccc(CS(=O)(=O)c2ccccc2-c2nnc(-c3ccc(Cl)cc3)o2)cc1	0%	19%[57.1 µM]	0%	5%	4.2%	12%	-32%	14%[57.1 µM]	-4%
25	Cc1c(NC(=O)Nc2ccc(Br)cc2F)sc2nc3n(c(=O)c12)CCC(C)CC3 (stereo not drawn)	-12%	29%	?	?	1.8%	-10%	-6%	2%	1%
26	Cc1[nH]c2ccccc2c1CCNC(=O)c1ccc2c(c1[N+](=O)[O-])C(=O)c1ccccc1C2=O	-19%	-20%	0%	-1%	1.0%	4%	1%	-6%	-9%
27	COc1cccc(C(=O)NCC(c2ccc(N(C)C)cc2)N2CCc3ccccc32)c1 (stereo not drawn)	-2%	-6%[57.1 µM]	-3%	8%	1.5%	6%	-9%	1%[57.1 µM]	3%
28	CN(C)c1ccc(-c2noc(C3CC(=O)N(c4ccc5c(c4)OCCO5)C3)n2)cc1 (stereo not drawn)	-11%	30%[57.1 µM]	-19%	-10%	-1.6%	24%	-11%	-1%[57.1 µM]	-7%
29	COc1ccc(C(=O)NCC(c2cccnc2)N2CCN(c3ccc(F)cc3)CC2)cc1OC (stereo not drawn)	-13%	3%[57.1 µM]	3%	-18%	0.7%	0%	17%	2%[57.1 µM]	1%
30	Cc1nc(-c2noc(-c3ccccc3Cl)n2)c(C(F)(F)F)o1	-1%	-15%	0%	?	-1.0%	1%	-1%	-12%	-4%
31	CCC(=O)NC(Nc1cc(C)cc(C)n1)(C(F)(F)F)C(F)(F)F	·	8%	0%	0%	-0.7%	7%	29%	1%	1%
32	CC(C)c1ccc(NC(=O)C2CCN(S(=O)(=O)c3cccc4nonc34)CC2)cc1	-7%	19%	-14%	-14%	3.0%	-3%	19%	2%	2%
33	COc1ccc(C2OC(=O)C(C)(C)C(=O)C2(C)C)cc1OC (stereo not drawn)	-3%	13%	157%[activator]	-3%	-0.8%	8%	27%	-4%	1%
34	CC(C)Cc1nc2ccc(N)cc2[nH]1	14%	22%[57.1 µM]	-2%	-25%	-0.2%	-3%	-25%	5%[57.1 µM]	0%
35	COc1ccc(CN2CCC(=O)N([C@H](CO)Cc3ccccc3)CC2)cc1	11%	1%	-16%	-14%	1.1%	-12%	3%	-3%	-2%
36	CC(C)OP(=O)(c1ccc(N(C)C)cc1)C(O)c1ccc(N(C)C)cc1 (stereo not drawn)	2%	1%	?	0%	0.0%	0%	-7%	1%	-1%
37	CCOC(=O)c1sc(N/N=C/c2cc(Br)c(O)c(OC)c2)nc1C	?	2%	3%	-9%	1.1%	-6%	-44%	0%	?
38	COC(=O)c1ccc(CSc2nnc(CNC(=O)c3cccs3)o2)o1	1%	-20%	?	-3%	1.5%	3%	-17%	-6%	2%
39	C=C(C)CSc1cc(C)nc2c(-c3ccccc3)c(C)nn12	0%	14%	0%	-22%	1.7%	4%	-27%	2%	-6%
40	CC(=O)c1c(C)[nH]c(C(=O)OCC(=O)Nc2sc3c(c2C#N)CCCC3)c1C	-4%	3%	?	-20%	-0.4%	-3%	-4%	2%	3%
41	Cc1cccc(N(C(=O)c2ccc(Cl)cc2)C2CS(=O)(=O)CC2OC(=O)c2ccc(Cl)cc2)c1 (stereo not drawn)	-7%	22%	-20%[57.4 µM]	-21%	0.5%	4%	31%	4%	-9%
42	COc1cc2cc(C#N)c(SCC(=O)N3CCOCC3)nc2cc1OC	-4%	3%[57.1 µM]	-17%	-18%	14%	-3%	-13%	15%[57.1 µM]	-5%
43	Nc1nnc(SCC(=O)OCc2ccc(F)cc2)s1	-17%	3%	-16%	-7%	-2.5%	2%	17%	-4%	1%
44	C[C@H]1C=C(C(=O)NCc2nc3ccccc3[nH]2)O[C@@H](OCCCCO)C1	-8%	31%	?	-18%	·	2%	-10%	4%	2%
45	Cc1ccc(C)c(-c2nc3ccc(N)cc3[nH]2)c1	2%	97%[activator]	-3%	-21%	9.9%	1%	-22%[56.9 µM]	421%[activator]	-26%
46	CCOc1ccc(-c2cn3nc(CC(C)C)sc3n2)cc1	-7%	5%	-25%	-18%	1.0%	0%	3%	0%	6%
47	CC[N+](CC)(CC#Cc1ccccc1)CC(=O)c1ccc(Cl)cc1	5%	-19%	-24%	-9%	0.3%	-3%	17%	-3%	1%

# Screens from PubChem BioAssay.

# These rows are one share of the data; the hit share may differ from the screen's.
